# CHOP UPR activ = activators of apoptotic arm of unfolded protein response (CHOP); CHO-CHOP luciferase reporter, UPR activation, luminescence; percent of tunicamycin response over DMSO baseline; activation, % at 10 µM; 330,000 tested, 0.34% active; AID 449763;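 active = at 10 µM dose, activation of 40% or more, normalized to positive control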;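 note: 100% = tunicamycin at 10 µg/mL and 0% = DMSO alone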
#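 measured by = luciferase luminescence | assay system = CHO-CHOP cells, stable luciferase reporter of PERK-eIF2a-CHOP signalling | amount = 500 reporter cells seeded per well | timing = 6 h compound exposure at 37 °C after overnight seeding | controls = positive tunicamycin 10 µg/mL, negative DMSO alone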
# UPR XBP1 act = activators of adaptive arm of unfolded protein response (XBP1). CHO-XBP1 luciferase reporter, IRE1-XBP1 UPR activation, luminescence; percent of tunicamycin response, DMSO as zero. 330,000 tested, 0.33% active. activation, % at 20 µM;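 active = versus positive control, 20 µM dose yields 30% or more activation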;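 note: 100% = tunicamycin at 10 µg/mL and 0% = DMSO only wells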
#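 Material: CHO cell line with stable XBP1 luciferase reporter; schedule: 16-18 h cell attachment at 37 °C, then 6 h compound exposure; signal: glow luminescence from Steady-Glo reagent; medium: serum-containing F12 medium, 10% FBS; benchmarks: tunicamycin 10 µg/mL and vehicle-only wells; read-out: percent activation relative to tunicamycin reference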
# Gli-Sufu block = antagonists of Gli-Sufu signaling. AID 588413. 340,000 tested, 0.74% active. inhibition, % at 5 µM. Sufu-KO-LIGHT fibroblasts, Gli luciferase reporter luminescence;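 active = inhibition above about 55%, limit read from the data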;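 note: 0% = DMSO-treated cells and 100% = wells with medium but no cells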
# EBI2 antag = EBI2 (human) antagonism; AID 651636; 360,000 tested, 0.81% active; EBI2 beta-arrestin recruitment, luminescence, 7a,25-OHC stimulated; P32249; inhibition, % at 5 µM; in the data active = inhibition above about 38%;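 note: enzyme fragment complementation signal reports receptor beta-arrestin coupling in cells; 0% = agonist plus DMSO wells and 100% = wells without agonist; some results beyond the cut were filed as inactive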
# Target sequence (P32249 whole entry, looked up, the tested form may be a part): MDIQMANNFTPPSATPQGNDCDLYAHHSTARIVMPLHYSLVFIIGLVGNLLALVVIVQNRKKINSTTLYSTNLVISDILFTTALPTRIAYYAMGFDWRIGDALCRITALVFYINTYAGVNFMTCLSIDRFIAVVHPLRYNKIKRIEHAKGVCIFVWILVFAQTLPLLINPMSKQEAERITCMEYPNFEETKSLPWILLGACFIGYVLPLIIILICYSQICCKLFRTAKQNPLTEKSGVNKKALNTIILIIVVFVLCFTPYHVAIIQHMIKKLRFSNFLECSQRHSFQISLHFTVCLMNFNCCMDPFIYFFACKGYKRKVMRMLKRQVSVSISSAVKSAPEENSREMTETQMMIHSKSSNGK
# Jurkat NFkB inh = inhibitors of the PMA/ionomycin-induced NF-kB reporter in Jurkat cells; PMA/ionomycin-induced NF-kB luciferase reporter, luminescence; AID 435003; 330,000 tested, 0.53% active; inhibition, % at 4 µM; in the data active = inhibition above about 50%
# Mdm2 MdmX PPI = human Mdm2/MdmX binding inhibition. SaOS-2 split-luciferase Mdm2/MdmX complementation, luminescence. O15151+Q00987. 330,000 tested, 3% active. inhibition, % at 8 µM;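 active = inhibition of at least 50% at 8 µM in the primary screen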
# CCR6 antagonist = CCR6 (human) receptor antagonism. 340,000 tested, 0.49% active. CHO-K1 CCR6 PathHunter beta-arrestin, luminescence, CCL20-stimulated. AID 493098. P51684. inhibition, % at 20 µM;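 active = compounds whose inhibition of the agonist-driven luminescence signal at 20 µM reaches about 50%, limit read from the data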;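 note: cells stimulated with CCL20 at 14 nM final; plate controls were DMSO with CCL20 for no effect and DMSO without agonist for full effect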
# Target sequence (P51684 whole entry, looked up): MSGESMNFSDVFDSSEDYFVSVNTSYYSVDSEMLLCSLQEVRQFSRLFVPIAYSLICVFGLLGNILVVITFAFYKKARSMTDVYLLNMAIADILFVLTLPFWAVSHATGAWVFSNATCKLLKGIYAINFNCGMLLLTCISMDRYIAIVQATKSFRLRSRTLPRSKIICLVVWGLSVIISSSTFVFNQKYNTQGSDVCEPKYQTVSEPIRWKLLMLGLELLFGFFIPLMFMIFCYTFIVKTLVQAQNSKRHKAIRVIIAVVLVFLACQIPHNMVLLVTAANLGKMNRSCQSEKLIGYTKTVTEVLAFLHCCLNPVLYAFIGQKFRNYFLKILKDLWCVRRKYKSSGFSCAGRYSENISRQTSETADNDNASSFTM
# CXCR6 block = blocks human CXCR6 beta-arrestin recruitment; CHO-K1 PathHunter CXCR6 beta-arrestin, luminescence; 360,000 tested, 0.36% active; O00574; inhibition, % at 20 µM; AID 602244; in the data active = inhibition above about 34%, passing the limit was not always enough;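 note: antagonist mode with CXCL16 agonist at 10 nM final; 0% = 10 nM CXCL16 with DMSO and 100% = unstimulated wells without agonist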
# Target sequence (O00574 whole entry, looked up): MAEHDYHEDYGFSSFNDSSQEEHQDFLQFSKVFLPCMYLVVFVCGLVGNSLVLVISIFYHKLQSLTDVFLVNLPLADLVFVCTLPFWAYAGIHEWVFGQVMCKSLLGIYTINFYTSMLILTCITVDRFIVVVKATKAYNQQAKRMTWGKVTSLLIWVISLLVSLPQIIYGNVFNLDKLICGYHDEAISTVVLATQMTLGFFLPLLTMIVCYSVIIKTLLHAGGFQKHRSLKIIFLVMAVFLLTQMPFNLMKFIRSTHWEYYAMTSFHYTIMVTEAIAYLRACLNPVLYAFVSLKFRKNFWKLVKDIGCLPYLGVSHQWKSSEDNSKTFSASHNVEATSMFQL
# 697 NFkB inh = inhibitors of the PMA/ionomycin-induced NF-kB reporter in 697 B cells. 697 B-cell NF-kB luciferase reporter, 16 h. inhibition, % at 4 µM. 330,000 tested, 0.33% active. AID 435022; in the data active = inhibition above about 35%
# An asterisk follows results filed as active; . = no result given.
# Sample of the layout (five entries):
# Assay codes: A = CHOP UPR activ; B = UPR XBP1 act; C = Gli-Sufu block; D = EBI2 antag; E = Jurkat NFkB inh; F = Mdm2 MdmX PPI; G = CCR6 antagonist; H = CXCR6 block; I = 697 NFkB inh
Molecule: COc1ccc(C(=O)NCc2cccnc2)cc1S(=O)(=O)N1CCOCC1
  A: -0.4 | B: -3 | C: 6 | D: -2 | E: 4 | F: -23 | G: -1 | H: 0 | I: 28

Molecule: Cc1nnc2sc(SCc3cccc(Cl)c3)nn2c1=O
  A: -0.6 | B: -2 | C: 27 | D: -5 | E: -8 | F: -16 | G: 10 | H: 9 | I: 24

Molecule: COc1cccc(C(=O)Nc2ccc(N3CCN(S(C)(=O)=O)CC3)cc2)c1
  A: 1.4 | B: 3 | C: -32 | D: 1 | E: -35 | F: -34 | G: -1 | H: 6 | I: -42

Molecule: S=C(NCc1ccccc1Cl)NC1CCCC1
  A: 1.0 | B: -4 | C: 2 | D: 0 | E: 13 | F: 17 | G: 5 | H: -6 | I: 20

Molecule: COC(=O)c1cccc(NC(=O)c2ccco2)c1
  A: 1.8 | B: 1 | C: 2 | D: -9 | E: 10 | F: -2 | G: 0 | H: 1 | I: 7

# Results (from the top)
# Assay codes: A = CHOP UPR activ; B = UPR XBP1 act; C = Gli-Sufu block; D = EBI2 antag; E = Jurkat NFkB inh; F = Mdm2 MdmX PPI; G = CCR6 antagonist; H = CXCR6 block; I = 697 NFkB inh
Molecule: COc1ccc(C(=O)NCc2cccnc2)cc1S(=O)(=O)N1CCOCC1
  A: -0.4 | B: -3 | C: 6 | D: -2 | E: 4 | F: -23 | G: -1 | H: 0 | I: 28

Molecule: Cc1nnc2sc(SCc3cccc(Cl)c3)nn2c1=O
  A: -0.6 | B: -2 | C: 27 | D: -5 | E: -8 | F: -16 | G: 10 | H: 9 | I: 24

Molecule: COc1cccc(C(=O)Nc2ccc(N3CCN(S(C)(=O)=O)CC3)cc2)c1
  A: 1.4 | B: 3 | C: -32 | D: 1 | E: -35 | F: -34 | G: -1 | H: 6 | I: -42

Molecule: S=C(NCc1ccccc1Cl)NC1CCCC1
  A: 1.0 | B: -4 | C: 2 | D: 0 | E: 13 | F: 17 | G: 5 | H: -6 | I: 20

Molecule: COC(=O)c1cccc(NC(=O)c2ccco2)c1
  A: 1.8 | B: 1 | C: 2 | D: -9 | E: 10 | F: -2 | G: 0 | H: 1 | I: 7

Molecule: O=C(CCC1CC(=O)Nc2ccccc21)NCc1ccccc1 (stereo not drawn)
  A: 1.3 | B: 0 | C: -6 | D: -1 | E: 7 | F: 6 | G: -3 | H: 18 | I: 17

Molecule: CCN(CC)CCCN1CC(O)=C(c2nc3ccccc3s2)C1=N
  A: -0.2 | B: 0 | C: -2 | D: -10 | E: -21 | F: 25 | G: 16 | H: 9 | I: -11

Molecule: CCOC(=O)N1CCN(C(=O)c2ccc3c(SCC(=O)O)c4c(nc3c2)CCCC4)CC1
  A: 0.7 | B: -1 | C: 37 | D: -7 | E: -3 | F: -9 | G: 6 | H: 2 | I: 19

Molecule: CC(CC(=O)OCC(=O)NCc1ccc(Cl)cc1)c1ccccc1 (stereo not drawn)
  A: -0.4 | B: -5 | C: 0 | D: 7 | E: 6 | F: -1 | G: 4 | H: -3 | I: 9

Molecule: O=C(Nc1ccc2c(c1)OCO2)C1CCCCN1S(=O)(=O)c1ccccc1 (stereo not drawn)
  A: 1.8 | B: -2 | C: -1 | D: -4 | E: 12 | F: 5 | G: -11 | H: -4 | I: 5

Molecule: CC1=N/C(=C/c2ccc([N+](=O)[O-])cc2)C(=O)N1c1ccc(Cl)cc1Cl
  A: 1.7 | B: -5 | C: 4 | D: -1 | E: 17 | F: 6 | G: 13 | H: -5 | I: 22

Molecule: O=c1c2[nH]c3ccc(Br)cc3c2ncn1CCCn1ccnc1
  A: -5.0 | B: -1 | C: -3 | D: -5 | E: -28 | F: 4 | G: 15 | H: -2 | I: -14

Molecule: Nc1cc(=O)[nH]c(SCCSc2ccccc2)n1
  A: 0.4 | B: -3 | C: -13 | D: -7 | E: 6 | F: 29 | G: -12 | H: -6 | I: 5

Molecule: Cc1nc(C)n(CC(=O)N2CCCC(C(=O)c3cccc4ccccc34)C2)n1 (stereo not drawn)
  A: 1.1 | B: 0 | C: 4 | D: 1 | E: -2 | F: 13 | G: 0 | H: -12 | I: 1

Molecule: Cc1ccc(SCCC(=O)N(C)C)cc1
  A: 1.0 | B: 0 | C: -23 | D: -6 | E: -9 | F: -28 | G: 6 | H: -6 | I: -25

Molecule: O=C(NCCc1ccccc1)C1=COCCO1
  A: 6.8 | B: -2 | C: -60 | D: -7 | E: -64 | F: -11 | G: 1 | H: 5 | I: -56

Molecule: N=C(N)c1ccc(N)cc1
  A: -0.1 | B: -7 | C: -2 | D: -2 | E: 5 | F: 26 | G: -3 | H: -4 | I: -16

Molecule: CC(=O)c1c(C)[nH]c(C(=O)CN2CCN(S(=O)(=O)c3ccc(C(C)C)cc3)CC2)c1C
  A: 3.6 | B: -1 | C: 33 | D: -6 | E: 4 | F: 24 | G: 2 | H: -13 | I: -14

Molecule: OCCC1CN(Cc2cnn(-c3ccc(F)cc3)c2)CCN1Cc1ccsc1 (stereo not drawn)
  A: -0.9 | B: -1 | C: 15 | D: 1 | E: 1 | F: 12 | G: 1 | H: -10 | I: 17

Molecule: CC(=O)Nc1ccc2c(c1)C(N1CC3CCC(CC3)C1)c1ccccc1-2 (stereo not drawn)
  A: . | B: . | C: 13 | D: 22 | E: . | F: . | G: 14 | H: 12 | I: .

Molecule: O=C(NCc1ccco1)C(=O)NCC1OCCCN1S(=O)(=O)c1ccc(Cl)cc1 (stereo not drawn)
  A: 1.0 | B: -3 | C: -4 | D: 2 | E: -9 | F: -6 | G: -7 | H: -6 | I: 3

Molecule: CCOCCCNC(=S)N1CCC(NC(=O)c2ccco2)CC1
  A: 0.8 | B: -2 | C: 3 | D: -3 | E: -4 | F: 12 | G: -5 | H: 1 | I: 11

Molecule: COc1ccccc1-c1ccc(Nc2cccc(C(F)(F)F)c2)nn1
  A: 2.4 | B: -4 | C: -32 | D: 13 | E: -31 | F: 0 | G: 0 | H: -4 | I: 2

Molecule: O=C(NCCc1ccccc1)C(=O)c1c(-c2ccccc2)cc2ccccn12
  A: -3.8 | B: -2 | C: -1 | D: -3 | E: -8 | F: -15 | G: 13 | H: -5 | I: -20

Molecule: COC(=O)N/N=C(\C)c1ccc(OC(F)F)cc1
  A: 2.6 | B: 0 | C: -16 | D: 4 | E: -3 | F: 3 | G: 5 | H: -16 | I: 4

Molecule: Cc1nc(SCC(=O)NCC(F)(F)F)c2c(-c3cccs3)csc2n1
  A: 0.4 | B: 0 | C: -8 | D: -11 | E: 5 | F: 8 | G: 6 | H: 0 | I: -22

Molecule: CCCC(NC(=O)c1ccc(Br)o1)c1nc2ccccc2[nH]1 (stereo not drawn)
  A: 0.7 | B: -1 | C: 4 | D: 3 | E: -5 | F: 24 | G: -5 | H: 7 | I: 20

Molecule: O=C(Nc1ccc(Cl)cc1N1CCOCC1)C1CC1
  A: 0.4 | B: -2 | C: -12 | D: 6 | E: 10 | F: -11 | G: 2 | H: -4 | I: -10

Molecule: O=C(O)C(Cc1ccccc1)N1C(=O)/C(=C/c2cccnc2)SC1=S (stereo not drawn)
  A: -0.3 | B: 1 | C: 11 | D: -17 | E: -7 | F: -28 | G: 2 | H: -1 | I: -16

Molecule: O=C(O)CCCn1cc(NC(=O)COc2ccc([N+](=O)[O-])cc2)cn1
  A: -1.1 | B: -5 | C: 1 | D: -1 | E: 3 | F: -7 | G: -1 | H: -12 | I: 19

# Limited to UPR XBP1 act and Gli-Sufu block (2 entries from above):
SMILES	UPR XBP1 act	Gli-Sufu block
N=C(N)c1ccc(N)cc1	-7	-2
CC(=O)c1c(C)[nH]c(C(=O)CN2CCN(S(=O)(=O)c3ccc(C(C)C)cc3)CC2)c1C	-1	33

# Carrying on:
# Assay codes: A = CHOP UPR activ; B = UPR XBP1 act; C = Gli-Sufu block; D = EBI2 antag; E = Jurkat NFkB inh; F = Mdm2 MdmX PPI; G = CCR6 antagonist; H = CXCR6 block; I = 697 NFkB inh
Molecule: COC(=O)N/N=C/c1ccc(-c2ccc(Cl)cc2Cl)o1
  A: 4.6 | B: 4 | C: -8 | D: 3 | E: -7 | F: -4 | G: -8 | H: -12 | I: -16

Molecule: CC(C)CC1Nc2ccc(C(=O)NCCCN3CCCCC3C)cc2NC1=O (stereo not drawn)
  A: 0.4 | B: -4 | C: 1 | D: -3 | E: 9 | F: 17 | G: 0 | H: -4 | I: 11

Molecule: Fc1ccc2nc(N3CCOCC3)sc2c1
  A: 6.1 | B: 1 | C: -36 | D: -4 | E: -39 | F: -23 | G: -6 | H: -2 | I: -59

Molecule: Cc1nc(SCC(=O)c2ccc(Cl)cc2)c([N+](=O)[O-])[nH]1
  A: -0.5 | B: 2 | C: 5 | D: 1 | E: 14 | F: -5 | G: 12 | H: 10 | I: -8

Molecule: CCOC(=O)/C(N=O)=C(\O)C1CCN(C(=O)OCC)CC1
  A: 0.2 | B: -2 | C: 0 | D: -2 | E: 4 | F: 17 | G: 5 | H: 3 | I: 17

Molecule: COc1ccc(CCNC(=O)CSc2nnnn2-c2ccc(OC)c(OC)c2)cc1OC
  A: 1.3 | B: 0 | C: -1 | D: -7 | E: 7 | F: 12 | G: 9 | H: 3 | I: 18

Molecule: C/C(Cc1ccccc1)=N\NC(=O)CNC(=O)c1cccc(F)c1
  A: 1.0 | B: 1 | C: 25 | D: -9 | E: -8 | F: 7 | G: 4 | H: 0 | I: 7

Molecule: Cc1ccc2ncnc(Nc3ccccc3)c2c1
  A: -0.9 | B: -2 | C: . | D: 2 | E: -7 | F: 33 | G: -3 | H: -11 | I: 17

Molecule: Cc1[nH]c2ccc(-c3n[nH]c(=S)n3-c3ccc(Br)cc3)cc2c1C
  A: -1.8 | B: -2 | C: 4 | D: 9 | E: 1 | F: -10 | G: -7 | H: 5 | I: 14

Molecule: COc1ccccc1C(=O)COC(=O)COc1cccc2c1OC(C)(C)C2
  A: 0.0 | B: -1 | C: 0 | D: 8 | E: 2 | F: -8 | G: 1 | H: 3 | I: 0

Molecule: COc1cc(/C=N/NC(=O)c2ccc3c(c2)OCCO3)cc(Br)c1O
  A: 2.3 | B: 2 | C: -6 | D: -4 | E: -5 | F: 21 | G: 6 | H: 0 | I: -3

Molecule: CCOC(=O)c1c(NC(=O)CCCN2CCOCC2)sc2c1CC(C)(C)OC2
  A: -2.4 | B: -3 | C: -6 | D: 0 | E: -22 | F: 15 | G: 7 | H: -4 | I: 2

Molecule: CC(=O)N1CCN(C(=O)c2cc3ccccc3o2)CC1
  A: -2.6 | B: -1 | C: -20 | D: 6 | E: -4 | F: 7 | G: 5 | H: -13 | I: 14

Molecule: CCOc1ccc(C(=O)N2CCc3cc(OC)c(OC)cc3C2)cc1OCC
  A: -0.8 | B: -2 | C: 1 | D: -4 | E: -2 | F: 34 | G: -7 | H: -4 | I: -13

Molecule: CCN1CCN(C(=S)Nc2ccc([N+](=O)[O-])cc2)CC1
  A: -0.8 | B: 2 | C: 1 | D: -4 | E: -15 | F: -15 | G: 1 | H: -13 | I: -16

Molecule: CCOc1nc2cnccc2n(CC(=O)Nc2cccc(C)c2)c1=O
  A: 0.0 | B: -2 | C: 1 | D: -4 | E: 3 | F: 16 | G: 7 | H: 5 | I: 12
